GSTO1 counter: counter-screen for RBBP9 inhibitors: inhibitors of human GSTO1 | inhibition, % at 5.96 µM | P78417 | actives 1.1% (n = 300,000) | recombinant GSTO1, activity-based probe fluorescence polarization;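 active = inhibition above the campaign mean inhibition plus 3 SD, cut at about 35% in these data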;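 also: 0% = GSTO1-1 with DMSO and 100% = wells lacking GSTO1-1 enzyme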
PME-1 primary: PME-1 (human) inhibition. recombinant PME-1, FP-Rh probe fluorescence polarization. AID 2130. inhibition, % at 5.9 µM. actives 0.53% (n = 320,000);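 active = inhibition above the campaign mean of all compounds plus 3 SD, cut at about 26% in these data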;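 also: competitive labeling of PME-1 active site by serine hydrolase directed probe; 0% = PME-1 with DMSO and 100% = wells lacking PME-1 enzyme; inhibitors block probe labeling so polarization falls and inhibition rises; many of its hits are not listed in these tables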
Target sequence (Q9Y570 whole entry, looked up): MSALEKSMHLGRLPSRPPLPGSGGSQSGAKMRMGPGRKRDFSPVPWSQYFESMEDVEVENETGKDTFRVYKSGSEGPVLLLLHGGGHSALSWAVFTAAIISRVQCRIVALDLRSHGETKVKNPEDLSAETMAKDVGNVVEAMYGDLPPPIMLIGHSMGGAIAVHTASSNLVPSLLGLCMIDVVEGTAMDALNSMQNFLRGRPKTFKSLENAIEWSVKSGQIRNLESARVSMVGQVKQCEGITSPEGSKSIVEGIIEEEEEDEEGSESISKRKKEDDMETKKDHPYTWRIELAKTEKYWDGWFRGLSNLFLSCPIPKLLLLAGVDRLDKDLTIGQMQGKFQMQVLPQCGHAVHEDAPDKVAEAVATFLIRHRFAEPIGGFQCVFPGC
LYPLA1 counter: LYPLA1 (human) inhibition in PME1 counter-screen. O75608. actives 0.16% (n = 320,000). AID 2174. recombinant LYPLA1, FP-Rh probe fluorescence polarization. inhibition, % at 5.9 µM;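 active = inhibition above the mean of all tested compounds plus 3 SD, set per campaign, cut at about 14% in these data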;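 also: inhibitors block serine hydrolase probe labeling of LYPLA1 so polarization falls; 0% = enzyme with DMSO and 100% = wells lacking LYPLA1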
PAD4 FP inh: blocks human protein arginine deiminase 4. recombinant PAD4, RCA probe fluorescence polarization. actives 0.41% (n = 330,000). Q9UM07. inhibition, % at 6.36 µM;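 active = percent inhibition above a cutoff equal to the mean of all tested compounds plus 3 SD, cut at about 15% in these data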;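 also: 0% = PAD4 with RCA probe and DMSO and 100% = probe without PAD4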
PAFAH1B3 FP inh: PAFAH1B3 (human) inhibition; Q15102; recombinant PAFAH1B3, FP-rhodamine probe, fluorescence polarization; inhibition, % at 3.39 µM; actives 0.28% (n = 340,000);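 active = inhibition above the screen-wide average of all tested compounds plus 3 SD, cut at about 25% in these data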;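 also: 0% = enzyme with DMSO only and 100% = wells lacking PAFAH1B3 protein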
PREPL inh: inhibits the human prolyl oligopeptidase-like enzyme; Q4J6C6; recombinant PREPL, fluorescence polarization activity-based probe; inhibition, % at 5.96 µM; actives 0.68% (n = 320,000); in the data active = inhibition above about 43%;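 also: 0% = enzyme with DMSO and 100% = wells lacking enzyme; many of its hits are not listed in these tables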
pPAFAH FP inh: pPAFAH (human) enzyme inhibition; Q13093; recombinant pPAFAH, FP-rhodamine probe fluorescence polarization; inhibition, % at 3.39 µM; actives 1.5% (n = 330,000); AID 463082;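 active = inhibition above the mean inhibition across the screen plus 3 SD, cut at about 25% in these data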;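 also: inhibitors block binding of the rhodamine activity-based probe so polarization drops; 0% = enzyme with DMSO and 100% = wells lacking pPAFAH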
Target sequence (Q13093 whole entry, looked up): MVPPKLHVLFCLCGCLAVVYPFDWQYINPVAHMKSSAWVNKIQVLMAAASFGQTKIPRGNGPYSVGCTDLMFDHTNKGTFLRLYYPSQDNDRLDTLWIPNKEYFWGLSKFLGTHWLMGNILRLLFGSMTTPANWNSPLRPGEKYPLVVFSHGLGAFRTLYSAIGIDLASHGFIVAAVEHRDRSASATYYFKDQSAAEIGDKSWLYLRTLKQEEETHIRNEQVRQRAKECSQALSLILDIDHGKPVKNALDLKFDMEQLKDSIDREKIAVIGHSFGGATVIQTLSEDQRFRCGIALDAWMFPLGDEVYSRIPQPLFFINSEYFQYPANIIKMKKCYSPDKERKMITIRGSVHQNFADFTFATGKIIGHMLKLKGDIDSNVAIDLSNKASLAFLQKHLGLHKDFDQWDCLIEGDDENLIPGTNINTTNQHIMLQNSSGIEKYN
LYPLA2 inh: blocks human lysophospholipase 2, a PME1 counter-screen; O95372; AID 2177; recombinant LYPLA2, FP-Rh probe fluorescence polarization; actives 0.38% (n = 320,000); inhibition, % at 5.9 µM;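 active = inhibition above the screen-wide mean plus 3 SD, limit set per campaign, cut at about 26% in these data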;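 also: 0% = LYPLA2 with DMSO and 100% = wells lacking LYPLA2 enzyme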
PAFAH1B2 inh: blocks human PAF acetylhydrolase 1b catalytic subunit 2; P68402; recombinant PAFAH1B2, FP-rhodamine activity probe, fluorescence polarization; inhibition, % at 3.39 µM; actives 1.2% (n = 340,000); AID 492953;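 active = inhibition above the mean of all tested compounds plus 3 SD, cut at about 24% in these data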;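 also: 0% = enzyme with DMSO and 100% = wells lacking PAFAH1B2; many of its hits are not listed in these tables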
Target sequence (P68402 whole entry, looked up): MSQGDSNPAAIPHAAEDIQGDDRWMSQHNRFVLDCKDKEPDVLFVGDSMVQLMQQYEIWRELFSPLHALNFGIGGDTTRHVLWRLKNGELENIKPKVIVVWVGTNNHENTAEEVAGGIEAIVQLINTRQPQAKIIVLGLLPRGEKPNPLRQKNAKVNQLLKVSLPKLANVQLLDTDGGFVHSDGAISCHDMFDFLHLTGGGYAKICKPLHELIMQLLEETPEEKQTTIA
* = called active by the depositor; / = no result given. An excerpt; rates above refer to the full screens.

Preview:
SMILES	GSTO1 counter	PME-1 primary	LYPLA1 counter	PAD4 FP inh	PAFAH1B3 FP inh	PREPL inh	pPAFAH FP inh	LYPLA2 inh	PAFAH1B2 inh
COc1ccc(NC(=O)CSc2n[nH]c(=O)n2Cc2ccccc2)cc1Cl	-4	-11	-3	0	2	-10	-1	-7	1
FC(F)(F)c1ccccc1-c1nc(-c2ccncc2)no1	-7	-2	-9	-2	-1	-6	7	-2	1

The listing, from the first entry:
SMILES	GSTO1 counter	PME-1 primary	LYPLA1 counter	PAD4 FP inh	PAFAH1B3 FP inh	PREPL inh	pPAFAH FP inh	LYPLA2 inh	PAFAH1B2 inh
COc1ccc(NC(=O)CSc2n[nH]c(=O)n2Cc2ccccc2)cc1Cl	-4	-11	-3	0	2	-10	-1	-7	1
FC(F)(F)c1ccccc1-c1nc(-c2ccncc2)no1	-7	-2	-9	-2	-1	-6	7	-2	1
CC(C)c1cc(C(=O)Nc2cccnc2)no1	5	-3	-3	-3	2	5	-4	-5	8
COc1cc(/C=C/C(=O)Nc2ccc(C(C)=O)cc2)cc(OC)c1OC	-8	-17	-3	1	4	6	2	-8	-3
Cn1c(=O)n(Cc2ccccc2)c2ccccc21	-1	-1	4	-1	-2	0	4	10	2
COc1ccc(C(=O)NC(=S)Nc2cccc3ncccc23)cc1[N+](=O)[O-]	-2	-127	6	-8	2	5	7	48*	4
COC(=O)CCC(=O)c1oc2ccc(Br)cc2c1N	-2	7	5	-4	0	5	7	8	-4
O=C(Nc1cccc(-c2ccc(N3CCCCC3)nn2)c1)c1ccco1	7	-2	0	-1	-5	11	1	-4	2
COc1ccc(N(C(C)C(=O)N2CCC(Cc3ccccc3)CC2)S(C)(=O)=O)cc1 (centres undefined)	7	-2	0	-1	6	8	3	1	5
O=C(CCN1C(=O)C2C3C=CC(C3)C2C1=O)Nc1ccccc1F (centres undefined)	0	-3	-2	-1	2	5	-2	-10	-4
COc1ccc(CN(C2CCCC2)S(=O)(=O)c2ccc(-n3cnnn3)cc2)cc1	7	0	-6	0	-2	-2	2	-10	9
COc1ccc(OC)c(C2C=C(C34CC5CC(CC(C5)C3)C4)NC(=S)N2)c1 (centres undefined)	-8	-3	3	2	-6	2	4	2	18
CCCn1c(CCNc2nc(-c3ccc(OC)cc3)cs2)nc2ccccc21	8	-2	1	1	9	5	10	0	2
O=C(NCCCn1ccnc1)C(=O)NC1CCCCC1	1	-4	1	-1	6	6	3	8	4
CCCCN(CC)CCNS(=O)(=O)c1ccc2c(c1)oc(=O)n2C	7	4	0	-2	4	-5	4	-5	1
N#CC1=C(N)Nc2nc3ccccc3n2C1c1ccc(Cl)cc1 (centres undefined)	-4	-5	-4	-1	5	0	-1	-9	-3
COc1ccc(C(=O)NCC(=O)OCCCOC(=O)CNC(=O)c2ccc(OC)c(OC)c2)cc1OC	1	2	-5	-5	9	-5	2	-4	-2
Cc1ccc(N(Cc2cc3ccccc3[nH]c2=O)C(=O)c2cccs2)cc1C	3	6	-3	0	1	-7	1	5	4
CC(Sc1nnc(C2CC2)n1C1CC1)C(=O)NC1(C#N)CCCCC1 (centres undefined)	/	-5	2	-1	-3	2	-1	-3	3
CCOC(=O)N1CCN(CC(=O)N2c3ccccc3Sc3ccccc32)CC1	-2	6	4	-4	-4	9	-3	9	5
COc1ccc(C2/C=C\CN(C(=O)c3ccccc3)[C@H](Cc3ccccc3)C(=O)N2Cc2ccc(F)cc2)cc1 (some centres undefined)	11	1	1	5	5	19	4	-8	1
COc1ccccc1OCC(=O)Nc1cc(S(=O)(=O)N2CCCCC2)ccc1N1CCCCC1	20	-12	-7	2	-8	-2	-2	-6	-5
COc1ccc(N2CCN(C(=O)Cn3cnc4c(cnn4-c4ccccc4)c3=O)CC2)cc1	1	-6	-2	-4	5	6	1	3	0
Cc1[nH]n(-c2ccc([N+](=O)[O-])cc2)c(=O)c1C=NCC1CCCO1 (centres undefined)	0	-4	-2	-1	/	3	4	-1	/
CC(=O)c1cccc(NS(=O)(=O)c2ccc(N/C=C\C(=O)c3ccc(C)cc3)cc2)c1	-1	-11	-5	-7	-1	-15	-2	-11	-2
CCO[C@H]1OC(C(=O)O)=C[C@@H](C2CCCCC2)[C@@H]1CCCO	-1	-1	-3	-4	8	11	2	1	9
CCOc1ncccc1C(=O)OCC(=O)Nc1ccc2c(c1)OCO2	1	-6	2	-3	-1	0	22	-6	4
Cc1nnc(SC(C)C(=O)Nc2ncc(Cl)cc2Cl)n1Cc1ccccc1 (centres undefined)	7	10	0	-4	2	15	6	-7	2
CCCn1nc(NC(C)=O)c2cc3cccc(C)c3nc21	0	-12	-2	-4	4	18	0	0	3
COc1cc(O)c(C(CCN2CCCCC2)c2ccc3c(c2)OCO3)c(OC)c1 (centres undefined)	0	0	0	-5	5	-8	5	-2	3
Cc1[nH]c2ccccc2c1C(=O)C(=O)NC1CC1	-1	3	1	0	3	13	28*	4	3
CC(=O)N1CCc2cc(S(=O)(=O)CCC(=O)NCCc3ccc(Cl)cc3)ccc21	7	-7	3	1	1	1	0	6	6
COc1cccc(C(=S)N2CCOCC2)c1OS(=O)(=O)c1ccc(Cl)cc1	2	-4	0	4	11	-3	27*	-6	-3
COc1ccc(NC(=O)c2cccc(NC(=O)c3ccccc3)c2)cc1	-8	-4	-4	2	1	15	3	-6	-6
O=C(CSc1cc(Cl)ccc1Cl)NC1CCCC1	4	-5	1	3	4	-1	3	4	8
COc1ccc(-c2c3c(nc4sc(C(=O)Nc5cc(C)on5)c(N)c24)CCC3)cc1	-7	6	-1	-2	-6	38	12	-1	-4
COc1ccc(N2C(=O)[C@@H]3[C@H](C2=O)[C@H](C(C)=O)N2c4ccccc4C=C[C@@H]32)cc1	-3	8	0	-2	15	15	7	-4	7
O=C(Nc1ccccc1)c1ccc(OC(=O)c2ccccc2)cc1	1	-2	-1	-4	6	11	1	2	2
CCOc1ccc(S(=O)(=O)Nc2ccccc2C(=O)N2CCOCC2)cc1	6	8	1	0	0	8	4	1	-1
Cc1ccc2c(c1)/C(=C/c1ccccc1F)C(=O)N2	-3	4	-5	2	-2	-9	5	-4	1

In a second layout: results already given
SMILES | GSTO1 counter | PME-1 primary | LYPLA1 counter | PAD4 FP inh | PAFAH1B3 FP inh | PREPL inh | pPAFAH FP inh | LYPLA2 inh | PAFAH1B2 inh
COc1ccc(NC(=O)c2cccc(NC(=O)c3ccccc3)c2)cc1 | -8 | -4 | -4 | 2 | 1 | 15 | 3 | -6 | -6
O=C(CSc1cc(Cl)ccc1Cl)NC1CCCC1 | 4 | -5 | 1 | 3 | 4 | -1 | 3 | 4 | 8

Continuation:
SMILES	GSTO1 counter	PME-1 primary	LYPLA1 counter	PAD4 FP inh	PAFAH1B3 FP inh	PREPL inh	pPAFAH FP inh	LYPLA2 inh	PAFAH1B2 inh
COC(=O)Cn1c(N2CCCC2)nc2c1c(=O)n(C)c(=O)n2C	2	-2	-4	0	0	14	0	-1	4
CN1CCN(C(=O)c2ccc(COc3ccc(C(C)(C)C)cc3)o2)CC1	2	1	1	-1	4	16	11	0	8
COc1ccc(OC)c(S(=O)(=O)NC2CC(=O)N(c3cccc(F)c3)C2)c1 (centres undefined)	11	-3	1	0	1	-7	2	3	3
C=CCn1c(SCC(=O)N2CCOCC2)nnc1C(C)NC(=O)c1ccccc1 (centres undefined)	0	4	2	0	10	16	0	10	1
COC(=O)c1ccc(NC(=O)C(=O)c2cccn2C)cc1	2	-3	-1	-5	2	-2	8	-3	3
CN(C(=O)Cn1nnc2ccccc2c1=O)C1CCCCC1	4	-2	-1	-1	4	-4	2	-4	1
O=C1CCC([N+](=O)[O-])C(c2ccccc2Br)N1 (centres undefined)	-3	-2	-1	-4	21	-4	2	-8	9
O=C(c1ccco1)N1CCC(c2nc3c(nnn3Cc3ccccc3Cl)c(=O)[nH]2)CC1	0	18	-1	-2	5	2	4	-7	7
Cc1ccc2nc(SCC(=O)c3ccc4c(c3)NC(=O)CO4)[nH]c2c1	-6	-15	-6	-1	-7	11	-11	-16	-4
CCn1c(SCC(=O)O)nnc1-c1ccccc1OC	-3	-6	1	-11	1	2	-2	-3	8
CCN1CCN(C(=O)C2CCC(=O)N(Cc3cccc(C(F)(F)F)c3)C2)CC1 (centres undefined)	0	2	-3	-6	-7	5	3	0	3
Cc1ccc(NC(=O)CN(C)C(=O)c2cccnc2Nc2cccc(C(F)(F)F)c2)cc1	-2	-10	-14	0	2	0	1	-33	6
COc1ccc(C(c2nnnn2Cc2cccs2)N2CCC(C(N)=O)CC2)c(OC)c1 (centres undefined)	-4	-1	3	2	-3	-1	6	-1	0
O=[N+]([O-])c1ccccc1CNCCO	5	2	1	-3	-2	4	2	0	6
COc1ccc(Cc2nc3ccc(C(=O)NC4CCOC4)cc3o2)cc1 (centres undefined)	-5	-4	-1	2	1	14	1	-3	2
CCCCCCCCC(=O)O	3	3	2	0	/	12	1	6	/
COC(=O)c1sc(-c2ccc(C(C)(C)C)cc2)cc1NC(=O)CCC(=O)O	-28	-11	-7	-2	/	-9	26*	-12	/
COc1ccc2[nH]c(C)c(CCN3C(=O)C4C5C=CC(C5)C4C3=O)c2c1 (centres undefined)	-5	3	-3	-4	8	7	7	-1	5
O=C(/C=C/c1ccccc1Cl)c1cccnc1	3	3	0	0	0	-5	-2	4	7
COc1ccc(NC(=O)C2CCN(C(=O)c3cccs3)CC2)cc1	3	7	2	-5	6	2	5	9	2
Cc1cc(F)ccc1S(=O)(=O)Nc1ccccc1C(=O)Nc1ccccc1N1CCOCC1	-7	6	-1	0	-1	-2	7	-2	3
CCn1c(SCC(=O)Nc2ccc(F)cc2)nnc1-c1cnccn1	2	-2	-1	-1	3	6	4	6	4
O=C(NC(=S)NCc1cccnc1)c1cc2ccccc2o1	-1	-1	-3	-1	3	-43	3	0	0
CC(=O)N(C)c1ccc(OCC(O)Cn2c(C)nc3ccccc32)cc1 (centres undefined)	1	2	4	0	14	-5	2	-2	5
COc1ccc(C(=O)Nc2ccccc2C(=O)N/N=C/c2ccncc2)cc1OC	-4	-18	-11	-3	12	0	-13	-13	-3
O=S(=O)(CCc1nc2ccccc2s1)c1ccc2ccccc2c1	0	-6	-1	0	-3	-40	6	3	15
C/C(=N\NC(=O)c1cccc(S(=O)(=O)N2CCCC2)c1)c1ccc(C)cc1	9	-1	-2	-4	13	-7	5	-3	2
CCOc1ccccc1NC(=O)Nc1cc(S(=O)(=O)N(C)C)ccc1C	4	-5	-1	-2	4	8	2	-8	3
CCOc1ccccc1NC(=O)NC1(C(=O)N2CCN3CCCC3C2)CCCCC1 (centres undefined)	2	-3	0	-2	-6	0	0	1	-1
O=C(CCN1C(=O)c2ccccc2C1=O)NCc1ccc(Cl)cc1	0	2	-2	4	2	-9	4	-1	9
O=S(=O)(NC1=NCCCCC1)c1cccs1	2	-2	5	0	5	17	5	7	6
CCOC(=O)CNc1nc(Cl)c(C#N)s1	0	0	1	4	0	3	3	1	-4
CC(=O)Nc1ccc(NC(=O)c2cccc3c2-c2ccccc2C3=O)cc1	-8	-7	-10	1	-1	23	-2	-15	2
Cc1cccc(N(Cc2ccccc2)C(=O)c2cccc(S(=O)(=O)N3CC(C)OC(C)C3)c2)c1 (centres undefined)	8	6	1	-3	2	17	1	-2	4
CCOc1ccc(C=NNc2ccc(S(=O)(=O)Nc3ccccc3C(=O)O)cc2[N+](=O)[O-])cc1OC	/	/	/	4	13	28	25*	/	11
CCCCn1c(N)c(Sc2ccc(C)cc2)c(=O)[nH]c1=O	5	10	2	-1	10	-3	1	2	5
CCN(CC)C(=O)C(=O)Nc1ccc(OC)c(Cl)c1	2	-5	1	-3	9	5	6	0	5
